Rac1 wt modul = human Rac1 wildtype GTP binding, inhibitors and activators; AID 757; GTP binding activity (% of control), % at 10 µM; GST-Rac1 beads, fluorescent GTP binding, flow cytometry; actives lie on both sides; 0 = cold GTP competed, 100 = untreated; P63000; 190,000 tested, 0.27% active;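 active = GTP binding activity at least 20 points away from the 100% control level, either lower or higher; inconclusive = compound flagged as likely green fluorescent, judged across all proteins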
GSH fluor = GSH bead compound fluorescence profile | 190,000 tested, 0.25% active | fluorescence (KMESF) at 10 µM | GSH beads flow cytometry, compound fluorescence 488/530 nm; hits give high values | AID 1776; in the data active = fluorescence above about 89;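 note: glutathione beads carrying GST-tagged Bcl family fusion proteins plus one bare bead set; values are compound well signal with DMSO vehicle wells as background; inactives centre near 16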
Mcl1-Noxa inh = disrupts binding of human Mcl-1 to Noxa peptide | TR-FRET Mcl-1/Noxa peptide binding, 2 h | Q07820 | AID 1022 | inhibition, % at 21.7 µM | 220,000 tested, 1.5% active;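 active = compounds that cut the protein-peptide binding signal by more than 50% relative to plate controls in a single-dose test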;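 note: His-tagged Mcl-1 with rhodamine Noxa BH3 peptide and terbium anti-His antibody; 0% = Mcl-1 plus Noxa peptide wells and 100% = peptide-only wells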
Target sequence (Q07820 whole entry, looked up): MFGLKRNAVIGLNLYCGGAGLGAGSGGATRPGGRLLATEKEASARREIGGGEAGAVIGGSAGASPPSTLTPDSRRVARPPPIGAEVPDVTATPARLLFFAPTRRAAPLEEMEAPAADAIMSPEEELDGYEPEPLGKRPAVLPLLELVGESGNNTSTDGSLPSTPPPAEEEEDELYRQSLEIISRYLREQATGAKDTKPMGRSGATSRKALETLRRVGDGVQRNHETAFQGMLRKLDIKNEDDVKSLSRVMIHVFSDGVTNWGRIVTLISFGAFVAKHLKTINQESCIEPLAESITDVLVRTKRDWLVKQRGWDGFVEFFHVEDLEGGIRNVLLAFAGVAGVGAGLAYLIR
Rab2 wt GTP = changes GTP binding to wildtype dog Rab2A, up or down; GST-Rab2 wt beads, Bodipy-GTP binding, flow cytometry; GTP binding activity, % at 10 µM; 190,000 tested, 0.19% active;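 active = GTP binding activity at least 20 points away from 100%, either lowered or raised; inconclusive = signal likely due to the compound's own green fluorescence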;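 note: 0% = beads with excess unlabeled GTP and 100% = no-compound control corrected for plate trend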
Rac1 act GTP bind = modulators of GTP binding to human Rac1 activated mutant; 190,000 tested, 0.11% active; P63000; percent activity (GTP binding), % at 10 µM; GST-Rac1 activated beads, fluorescent GTP binding, flow cytometry; actives lie on both sides; 100% means binding = to untreated wells; AID 764;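 active = GTP binding at least 20 percentage points away from the 100% baseline, in either direction, so actives lie on both sides; inconclusive = Compound likely fluorescent itself, or too few beads counted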
Cdc42 wt = modulators (inhibitors or activators) of GTP binding to human Cdc42 wildtype | percent activity (GTP binding), % at 10 µM | GST-Cdc42 beads, Bodipy-GTP binding, flow cytometry; actives lie on both sides | P60953 | 190,000 tested, 0.2% active | AID 761;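 active = percent activity GTP binding at least 20 points away from the 100% baseline, either down as inhibitor or up as activator; inconclusive = compound flagged as likely green fluorescent from well-wide comparison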;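 note: median bead fluorescence of bound Bodipy-FL-GTP at 100 nM; 0% = excess unlabeled GTP control and 100% = no compound control; below 100% means less GTP binding so inhibitor and above means activator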
Target sequence (P60953 whole entry, looked up): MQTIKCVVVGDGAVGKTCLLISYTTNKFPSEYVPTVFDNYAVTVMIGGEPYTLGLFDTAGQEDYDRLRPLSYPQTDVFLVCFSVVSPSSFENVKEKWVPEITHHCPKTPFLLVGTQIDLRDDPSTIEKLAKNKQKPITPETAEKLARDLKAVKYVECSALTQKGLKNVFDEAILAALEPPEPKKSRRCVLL
Pf gametocyte = kills late stage P. falciparum gametocytes; P. falciparum stage V gametocytes, ATP luminescence, 24 h; inhibition, % at 10.9 µM; 150,000 tested, 0.065% active;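 active = inhibition above the mean plus 3 SD of compounds within the control limits, set per campaign, cut at about 38% in these data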;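 note: 0% = DMSO wells and 100% = medium only without gametocytes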
Mcl1 Bid PPI = Mcl-1/Bid interaction inhibition; Q07820; inhibition, % at 21.7 µM; TR-FRET Mcl-1/Bid-Dy647 peptide binding, 1536-well; 220,000 tested, 0.97% active;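 active = compounds that cut the binding signal by more than half at the single screening dose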;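 note: His-tagged Mcl-1 with europium anti-His antibody binding Bid BH3 peptide; 0% = Mcl-1 plus peptide wells and 100% = peptide-only wells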
Avidin bead fluor = avidin bead compound fluorescence profile. 220,000 tested, 0.38% active. Avidin beads, compound fluorescence 488/530 nm, flow cytometry; hits give high values. fluorescence (KMESF) at 10 µM; in the data active = fluorescence above about 47; note: inactives centre near 10
Rab7 wt modul = alters GTP binding to wildtype dog Rab7; GST-Rab7 beads, fluorescent GTP binding, flow cytometry; actives lie on both sides; untreated = 100%, excess cold GTP = 0%; GTP binding activity (percent of control), % at 10 µM; 190,000 tested, 0.055% active; AID 758;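 active = fluorescent GTP binding to Rab7 beads changed by at least 20 points from the 100% baseline, either direction, mostly lower; inconclusive = compound itself probably fluorescent, or too few beads counted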;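 note: median green fluorescence of bound Bodipy-FL-GTP per Rab7 bead population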
HRas wt GTP bind = modulators of GTP binding to human HRas wildtype | GST-Ras wt beads, Bodipy-FL-GTP binding, flow cytometry; actives lie on both sides | P01112 | AID 759 | GTP binding activity, % at 10 µM | 190,000 tested, 0.14% active;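 active = GTP binding activity at least 20% away from the 100% baseline, either lowered as inhibitor or raised as activator; inconclusive = flagged as likely green fluorescent, judged across all proteins in the well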;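 note: 0% = unlabeled GTP competition control and 100% = no-compound control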
Target sequence (P01112 whole entry, looked up): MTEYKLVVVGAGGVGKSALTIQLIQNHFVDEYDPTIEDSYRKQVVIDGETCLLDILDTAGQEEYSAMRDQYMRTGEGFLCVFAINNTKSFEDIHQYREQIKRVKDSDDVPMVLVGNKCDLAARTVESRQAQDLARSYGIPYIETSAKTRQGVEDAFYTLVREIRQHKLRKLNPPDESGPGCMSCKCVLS
* marks the source's active call; other numbers are inactive results; ? = inconclusive; / = no result given.

entry	mol	Pf gametocyte	Rab2 wt GTP	GSH fluor	Rac1 wt modul	Rab7 wt modul	Rac1 act GTP bind
1	CCOC(=O)N1CCN(C(=O)CN(Cc2ccc(Cl)cc2)S(=O)(=O)c2ccccc2)CC1	28	100	53	105	99	99
2	Cc1nc2c3c4c(sc3n3c(SCC(=O)NCc5ccco5)nnc3n2n1)COC(C)(C)C4	2	90	19	94	97	96
3	Cc1nn(Cc2ccc(Cl)cc2Cl)c(C)c1NC(=O)C1C2CCC(O2)C1C(=O)O (centres undefined)	4	100	11	105	96	97
4	Cn1ncc(N=Cc2ccc([N+](=O)[O-])cc2)c1C(=O)Nc1ccccc1	-5	95	13	99	101	96
5	CCCn1c(N)nc2ccccc21	11	103	14	105	104	100
6	O=C(NC(Nc1ccc(F)cc1)(C(F)(F)F)C(F)(F)F)c1cccnc1	-1	100	8	106	98	102
7	Cc1cc(C)c(C#N)c(SCc2cn3c(C)cccc3n2)n1	6	95	6	97	97	98
8	Cc1ccc(NC(=O)CNC2CCS(=O)(=O)C2)cc1C (centres undefined)	12	105	12	105	102	97
9	Cc1nc(NC(=O)c2ccccc2)sc1-c1csc(N)n1	9	97	13	96	100	94
10	COC(=O)C(C)NS(=O)(=O)c1ccc(NC(C)=O)cc1 (centres undefined)	0	102	27	104	98	101
11	CCC(Sc1nc(C)cc(=O)[nH]1)C(=O)Nc1ccc(Cl)cn1 (centres undefined)	/	100	25	99	101	96
12	O=S(=O)(c1ccc(Cl)c(C(F)(F)F)c1)N1CCN(c2ccccn2)CC1	/	96	23	97	96	96
13	O=C(NCCc1ccccc1)C1CCN(c2nc3ccccc3o2)CC1	/	100	5	99	102	95
14	COc1ccc(CCN2CN(S(=O)(=O)c3ccc(C)cc3)c3nc4ccccc4nc32)cc1OC	-6	100	10	104	102	99
15	CS(=O)(=O)N1N=C(c2cccs2)CC1c1ccccc1O (centres undefined)	/	100	20	99	102	96

entry	Cdc42 wt	HRas wt GTP bind	Mcl1 Bid PPI	Avidin bead fluor	Mcl1-Noxa inh
1	102	99	-25	9	-4
2	95	94	-27	10	9
3	104	103	-17	21	4
4	99	97	-12	7	15
5	104	104	-7	8	9
6	106	101	-24	13	1
7	96	93	-46	1	4
8	98	97	-7	6	18
9	96	97	-51	42	36
10	104	102	-15	11	8
11	100	100	1	6	0
12	97	97	-4	10	20
13	101	100	-11	16	7
14	100	101	-1	4	0
15	96	101	-46	8	-21

An excerpt from above in order of heavy-atom count, rising.
entry	mol	Pf gametocyte	Rab2 wt GTP	GSH fluor	Rac1 wt modul	Rab7 wt modul	Rac1 act GTP bind
8	Cc1ccc(NC(=O)CNC2CCS(=O)(=O)C2)cc1C (centres undefined)	12	105	12	105	102	97
13	O=C(NCCc1ccccc1)C1CCN(c2nc3ccccc3o2)CC1	/	100	5	99	102	95
1	CCOC(=O)N1CCN(C(=O)CN(Cc2ccc(Cl)cc2)S(=O)(=O)c2ccccc2)CC1	28	100	53	105	99	99
2	Cc1nc2c3c4c(sc3n3c(SCC(=O)NCc5ccco5)nnc3n2n1)COC(C)(C)C4	2	90	19	94	97	96

entry	Cdc42 wt	HRas wt GTP bind	Mcl1 Bid PPI	Avidin bead fluor	Mcl1-Noxa inh
8	98	97	-7	6	18
13	101	100	-11	16	7
1	102	99	-25	9	-4
2	95	94	-27	10	9

Continued:
entry	mol	Pf gametocyte	Rab2 wt GTP	GSH fluor	Rac1 wt modul	Rab7 wt modul	Rac1 act GTP bind
16	O=C(CN1CCOCCOCCN(CC(=O)Nc2ccccc2)CCOCC1)Nc1ccccc1	-1	96	36	98	95	96
17	O=C(Nc1ccc2c(c1)OCO2)c1ccc(CN2CCOCC2)cc1	/	104	16	109	100	102
18	O=C(Nc1ccc2c(c1)OCO2)c1cc(-c2ccncc2)nc2ccccc12	0	92	10	91	99	94
19	CC(C)(C)n1ncc2c(=O)n(CC(=O)NCc3ccccc3)cnc21	/	93	13	98	96	96
20	C=CCn1c2ccccc2c2nnc(SCCCn3c(=O)[nH]c4ccccc43)nc21	/	99	32	101	97	99
21	O=C(c1ccc(S(=O)(=O)NCc2ccco2)cc1)N1CCN(Cc2ccc3c(c2)OCO3)CC1	9	94	13	93	98	93
22	CCOC(=O)c1c(NC(=O)COC(=O)C2CC2C)sc(C)c1C (centres undefined)	5	99	18	97	104	93
23	O=C(Nc1cccc2ccccc12)N1CC=CCC1	/	94	12	95	94	96
24	Cc1cc(Cl)ccc1OC(C)C(=O)NCCc1ccc2c(c1)OCCO2 (centres undefined)	4	99	11	100	96	96
25	Clc1ccc(Cn2c(/C=C/c3ccco3)nc3ccccc32)cc1	7	100	10	103	104	101
26	O=C(CSc1nnc2ccccn12)NC(=O)NC1CCCCC1	/	97	9	95	96	93
27	O=C(O)/C=C/C(=O)Nc1ccc(NC(=O)c2ccccc2)c(Cl)c1	-14	97	20	99	93	94
28	COc1ccc(C2CC(=O)N(C)c3ccccc3S2)cc1 (centres undefined)	1	99	12	105	105	96
29	Cc1ccc(-c2nnn(CC(=O)N(c3ccccc3)C(C(=O)NCC3CCCO3)c3cccs3)n2)o1 (centres undefined)	-12	98	11	96	91	95
30	Cc1cccc(NC(=S)NC2CC3CCCC(C2)N3Cc2ccco2)c1 (centres undefined)	-18	94	15	91	102	92

entry	Cdc42 wt	HRas wt GTP bind	Mcl1 Bid PPI	Avidin bead fluor	Mcl1-Noxa inh
16	96	97	-55	12	-101
17	105	106	-11	7	20
18	91	92	-5	10	22
19	98	96	-6	24	3
20	102	101	15	10	19
21	90	93	6	8	-18
22	96	97	-21	8	0
23	97	96	-14	16	6
24	101	97	-14	8	-4
25	101	103	-35	2	4
26	100	101	-10	22	8
27	95	95	-10	6	16
28	103	99	2	10	14
29	95	94	-4	12	0
30	93	94	-55	7	-17

(listing goes on)
entry	mol	Pf gametocyte	Rab2 wt GTP	GSH fluor	Rac1 wt modul	Rab7 wt modul	Rac1 act GTP bind
31	CCNC(=S)N1CCN(c2ccccc2OCC)CC1	-2	96	8	98	91	97
32	COc1ccc(N(CC(=O)Nc2nccs2)S(=O)(=O)c2c(C)[nH]c(=O)[nH]c2=O)cc1	-3	91	7	94	99	93
33	CN1/C(=C\C(=S)NC(=O)c2ccc([N+](=O)[O-])cc2)C(C)(C)c2ccccc21	-17	99	17	100	98	100
34	Cc1ccc(NC(=O)Cn2cccc2)cc1C	-5	99	31	99	98	97
35	COc1ccc(NS(=O)(=O)c2cc(-c3nnnn3C)ccc2OC)cc1	-24	102	6	100	99	95
36	Cc1[nH][nH]c(=O)c1C(c1ccc(-c2ccc(Cl)cc2)o1)c1c(C)[nH][nH]c1=O	6	100	9	100	100	95
37	CCN(Cc1ccccc1)S(=O)(=O)c1ccc(S(=O)(=O)N(Cc2ccccn2)Cc2ccco2)cc1	31	98	7	102	100	95
38	NC(=O)C1(c2ccccc2)CCCN1C(=O)c1ccccc1Br (centres undefined)	16	100	63	103	103	96
39	Cn1ccnc1Sc1ccccc1[N+](=O)[O-]	-25	106	23	104	104	99
40	O=C(c1ccncc1)N(Cc1ccco1)Cc1cc2ccccc2[nH]c1=O	4	101	24	106	99	101
41	COc1ccc(-n2c(C)cc(C(=O)CN3C(=O)c4ccccc4C3=O)c2C)cc1	7	97	20	102	97	98
42	CCN1C(=O)C(O)(CC(=O)c2cc(C)ccc2C)c2ccccc21 (centres undefined)	/	96	34	99	98	97
43	COc1cc(C#N)c(N=C(SCC#N)N2CCOCC2)cc1OC	15	90	22	93	91	93
44	CC1Cc2ccccc2N1C(=O)CN1C(=O)CN(C)C(=O)c2ccccc21 (centres undefined)	-19	?	12	?	?	?
45	COc1ccc(-c2ccc(C#N)c(OC)n2)cc1	3	96	16	94	103	93
46	CC(C)Oc1ccc(C(=O)NCC(=O)OCC(=O)N(C)Cc2cccs2)cc1	15	96	24	91	108	95

entry	Cdc42 wt	HRas wt GTP bind	Mcl1 Bid PPI	Avidin bead fluor	Mcl1-Noxa inh
31	95	98	-50	4	-1
32	87	92	7	20	22
33	101	98	-83	17	-11
34	100	98	-28	12	-7
35	102	99	-33	19	10
36	100	100	-108	14	-47
37	100	101	-34	8	-10
38	98	100	-1	26	15
39	108	102	-4	6	33
40	102	102	-3	21	3
41	98	98	28	13	-6
42	100	99	7	6	-3
43	92	88	-30	9	16
44	?	?	0	12	-9
45	96	95	-20	11	19
46	95	100	-18	24	8

Source: PubChem
